# T cell HTS: T cell immune modulation candidate; 2C CD8+ T cell-vesicle binding, flow cytometry; hits give low values; calls only at 7 µM; actives 0.068% (n = 330,000); AID 2052;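 active means response, share of CD8 T cells binding vesicles, and their 90th percentile fluorescence all below set limits, cut at about 80% in these data, passing the limit was not always enough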
#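 Incubation: binding step 1.5 h, 37 °C, antibody labelling 20 min, ice; system: murine 2C transgenic CD8+ T lymphocytes; technique: cytometric PE anti-B7-1 and Alexa647 anti-CD8 signals after 1% paraformaldehyde fixation; also added: QL9-charged Drosophila Ld/ICAM-1/B7-1 vesicles; control set: naked versus QL9-loaded vesicles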
# T cell HTS vesicle-bound %: also measured in T cell HTS; calls as there; double positive events, %; measured here: CD8+ vesicle-bound cell fraction;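 binding gate set so that unloaded-vesicle control wells show 10% double positive cells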
# * hit, by the source's call; i = inactive. Only part of the results is shown, so the mix of outcomes need not match the whole.
SMILES,T cell HTS,T cell HTS vesicle-bound %
COc1ccc(C)cc1NC(=O)COC(=O)C1COc2ccccc2O1 (stereo unspecified),i,29
Cc1ccc(C(=O)NCc2ccccn2)cc1S(=O)(=O)N1CCCCC1,i,13
CCc1ccccc1NC(=O)CNC(=O)c1ccccc1OCc1c(C)noc1C,i,5
CC(=O)c1c(C)oc2ccc(N(C(C)=O)S(=O)(=O)c3ccc(F)cc3C)cc12,i,13
CC(C)N1CCc2c(sc(NC(=O)c3ccc(S(=O)(=O)N4CCCCC4C)cc3)c2C(N)=O)C1 (stereo unspecified),i,28
NS(=O)(=O)c1ccc(NC(=O)COc2ccc(S(=O)(=O)N3CCCC3)cc2)cc1,i,54
CCN(CC)S(=O)(=O)c1cc(NC(=O)C2CC(=O)N(Cc3ccccc3)C2)ccc1Cl (stereo unspecified),i,50
COc1ccc(F)c(CN2CCC(n3nccc3NC(=O)CCCc3ccccc3)CC2)c1,i,68
COC(=O)[C@H](Cc1ccc(O)cc1)NC(=O)Cn1cnc2c(SC)nc(N)nc21,i,14
Cc1cc([N+](=O)[O-])nn1Cc1noc(C(=O)NCCCn2ccnc2)n1,i,49
CCC(=O)NCCc1nc2cc(NC(=O)c3ccc(Cl)cc3)ccc2n1C,i,32
Cc1cc(NC(=O)C2CC(=O)N(c3ccccc3C)C2)no1 (stereo unspecified),i,24
Cc1cc(C)n(CCNC(=O)C2CCC(=O)N(Cc3ccc(Cl)cc3)C2)n1 (stereo unspecified),i,24
CCOc1ccc(NC(=S)N(CCOC)C2CCN(C(C)C)CC2)cc1,i,42
CCC(CC)c1nnc(NC(=O)CS(=O)(=O)c2ccccc2)s1,i,49
C[C@@H]1COC(=O)[C@H](CC(=O)OC(C)(C)C)C/C=C\C[C@H](CC(=O)N(CCO)Cc2ccccc2)C(=O)N1,i,10
Nc1c(N(Cc2ccco2)C(=O)COc2ccccc2)c(=O)[nH]c(=O)n1Cc1ccccc1,i,49
O=[N+]([O-])c1ccc2c(c1)nnn2-c1ccccc1,i,58
CC(C)CCn1c(N2CCCC2)nc2c1c(=O)n(C)c(=O)n2C,i,54
CCCN(C(=O)c1cccs1)c1c(N)n(Cc2ccccc2)c(=O)[nH]c1=O,i,30
CC(C)CCN(C(=O)c1csnn1)C(C(=O)NC1CCCCC1)c1ccc(F)cc1 (stereo unspecified),i,41
CCc1noc(C)c1C(=O)N(C)CC(=O)Nc1ccccc1C(F)(F)F,i,16
O=C(O)CC(NS(=O)(=O)Cc1ccccc1)c1cccc([N+](=O)[O-])c1 (stereo unspecified),i,34
CCCn1c(N)c(C(=O)CSc2nnc3n2CCCCC3)c(=O)n(C)c1=O,i,35
Cc1ccc(CNC(=O)C(OC(=O)c2cccs2)C(C)C)cc1 (stereo unspecified),i,27

# More results
SMILES,T cell HTS,T cell HTS vesicle-bound %
CCc1ccc(Nc2nc(C)cc(C)c2C(N)=O)cc1,i,56
CCc1cccc(NC(=O)C2CCCN2C(=O)Nc2ccc(C)cc2)c1 (stereo unspecified),i,19
O=C1c2cccnc2C(=O)N1Cc1ccc(S(=O)(=O)N2CCN(c3ccccc3)CC2)cc1,i,22
COc1ccc(NC(=O)N(C)C[C@H]2Oc3ccc(NC(=O)CCN4CCOCC4)cc3C(=O)N([C@H](C)CO)C[C@@H]2C)cc1,i,5
COc1cc(C=O)ccc1OC(=O)N1CCOCC1,i,25
CCN(CC)c1ccc(/C=N/NC(=O)CNC(=O)/C=C/c2ccco2)cc1,i,16
C=CC[C@H](CC(=O)N(CCO)Cc1ccccc1)C(=O)N[C@H](COC(=O)[C@H](CC=C)CC(=O)OC(C)(C)C)Cc1c[nH]c2ccccc12,i,14
Cc1cccc(N2C(=O)N3[C@H](c4ccc(F)cc4)[C@@H]4C(=O)N(C5CCCCC5)C(=O)[C@@H]4[C@]3(Cc3ccc(Cl)cc3)C2=O)c1,i,17
Cc1ccc(S(=O)(=O)N2CCOCC2)cc1NC(=O)COC(=O)/C=C/c1ccco1,i,38
COc1ccc(OC)c(C(=O)c2coc3ccc(O)c(CN(C)C)c23)c1,i,35
CC1CCCCC1NC(=O)CNC(=O)c1cccs1 (stereo unspecified),i,45
Cc1ccc(S(=O)(=O)N2CCC(C(=O)NC3CCCC3)CC2)cc1Cl,i,51
O=C(c1cccs1)N1CCN(c2cc(Cl)ccc2Cl)CC1,i,39
O=C(NC1CCSc2ccccc21)c1ccc(Cl)c(S(=O)(=O)N2CCOCC2)c1 (stereo unspecified),i,9
Cc1ccc(-c2nc3ncccc3o2)cc1NC(=O)C(C)(C)C,i,52
COc1cc(C)c(CN2CCN(S(=O)(=O)c3ccc(Cl)s3)CC2)cc1OC,i,2
CC(c1ccccc1)N1C(=O)c2ccc(C(=O)Nc3ccccc3C(=O)O)cc2C1=O (stereo unspecified),i,11
COc1ccc2nc(NC(=O)CN3C(=O)NC4(CCCCC4)C3=O)sc2c1,i,18
OCCNc1nnc(-c2ccccc2)c(-c2ccccc2)n1,i,36
COc1cccc2cc(C(=O)C3=C(O)C(=O)N(CCN4CCOCC4)C3c3ccc(C)o3)oc12 (stereo unspecified),i,2
CC(CNC(=O)CN1C(=O)NC2(CCCCC2)C1=O)c1ccccc1 (stereo unspecified),i,20
Cc1cccc(C)c1NC(=O)CN(C)C(=O)c1cccc(S(=O)(=O)N2CCN(C)CC2)c1,i,56
CC(OC(=O)/C(C#N)=C/c1ccco1)C(=O)N(C)c1ccccc1 (stereo unspecified),i,30
COc1ccc(NC(=O)COC(=O)c2ccc(S(=O)(=O)N3CCCC3)cc2)cc1OC,i,45
Cc1ccc(C)c(NC(=O)COC(=O)COc2cccc3c2OC(C)(C)C3)c1,i,46

# A section from further up:
SMILES,T cell HTS,T cell HTS vesicle-bound %
COc1ccc(NC(=O)N(C)C[C@H]2Oc3ccc(NC(=O)CCN4CCOCC4)cc3C(=O)N([C@H](C)CO)C[C@@H]2C)cc1,i,5
COc1cc(C=O)ccc1OC(=O)N1CCOCC1,i,25
CCN(CC)c1ccc(/C=N/NC(=O)CNC(=O)/C=C/c2ccco2)cc1,i,16
C=CC[C@H](CC(=O)N(CCO)Cc1ccccc1)C(=O)N[C@H](COC(=O)[C@H](CC=C)CC(=O)OC(C)(C)C)Cc1c[nH]c2ccccc12,i,14
Cc1cccc(N2C(=O)N3[C@H](c4ccc(F)cc4)[C@@H]4C(=O)N(C5CCCCC5)C(=O)[C@@H]4[C@]3(Cc3ccc(Cl)cc3)C2=O)c1,i,17
Cc1ccc(S(=O)(=O)N2CCOCC2)cc1NC(=O)COC(=O)/C=C/c1ccco1,i,38
COc1ccc(OC)c(C(=O)c2coc3ccc(O)c(CN(C)C)c23)c1,i,35
CC1CCCCC1NC(=O)CNC(=O)c1cccs1 (stereo unspecified),i,45
Cc1ccc(S(=O)(=O)N2CCC(C(=O)NC3CCCC3)CC2)cc1Cl,i,51
O=C(c1cccs1)N1CCN(c2cc(Cl)ccc2Cl)CC1,i,39
O=C(NC1CCSc2ccccc21)c1ccc(Cl)c(S(=O)(=O)N2CCOCC2)c1 (stereo unspecified),i,9
Cc1ccc(-c2nc3ncccc3o2)cc1NC(=O)C(C)(C)C,i,52
COc1cc(C)c(CN2CCN(S(=O)(=O)c3ccc(Cl)s3)CC2)cc1OC,i,2
CC(c1ccccc1)N1C(=O)c2ccc(C(=O)Nc3ccccc3C(=O)O)cc2C1=O (stereo unspecified),i,11
COc1ccc2nc(NC(=O)CN3C(=O)NC4(CCCCC4)C3=O)sc2c1,i,18
OCCNc1nnc(-c2ccccc2)c(-c2ccccc2)n1,i,36
COc1cccc2cc(C(=O)C3=C(O)C(=O)N(CCN4CCOCC4)C3c3ccc(C)o3)oc12 (stereo unspecified),i,2

# Next entries:
SMILES,T cell HTS,T cell HTS vesicle-bound %
CN(C)N=Nc1ccc(S(=O)(=O)NC(=O)Cc2ccccc2)cc1,i,60
Cc1ccc(C(=O)N2CCN(c3ccc(NC(=O)Cc4ccccc4)cc3)CC2)cc1,i,19
Cc1ccc(-n2ncc(C(=O)NC3CC3)c2C2CCN(C(=O)OC(C)(C)C)CC2)cc1,i,18
O=C(COC(=O)c1ccccc1O)NCC1COc2ccccc2O1 (stereo unspecified),i,35
COCCCNC(=O)C1=CCN(S(=O)(=O)c2ccc(OC)cc2)CC1,i,10
C[n+]1ccccc1/C=C/c1ccc(C#N)cc1,i,50
O=C(CN1CCC(C(=O)c2ccc3c(c2)OCCO3)CC1)NCc1ccccc1,i,36
COc1cc(-c2nc3ccc(C)cn3c2NCc2ccccc2)ccc1SC1CCCCC1,i,49
O=C(COC(=O)c1cc(Br)ccc1O)Nc1cccnc1Cl,i,18
O=C(CN(C(=O)c1csnn1)c1ccccc1C(F)(F)F)NC1CCCCC1,i,7
COc1ccc(-c2cn(CCC(=O)O)c(-c3ccncc3)n2)cc1,i,8
CCCCn1nc(NC(=O)COC)c2cc3cc(OC)ccc3nc21,i,38
COc1ccc(C(=O)C2CCN(CC(=O)NCc3ccccc3)CC2)cc1,i,9
Cc1cc(C(=O)Nc2c(F)cc(F)cc2Br)cs1,i,20
CC(=O)c1cc2c(cc1NC(=O)CCc1c(C)nc3ncnn3c1C)OCO2,i,51
O=C(NCc1ccc2c(c1)OCO2)C(=O)NCC1OCCN1S(=O)(=O)c1ccccc1 (stereo unspecified),i,22
CC(C)c1ccc(NC2CCCN(C(=O)c3cccnc3)C2)cc1 (stereo unspecified),i,69
CCCCNc1c(-c2cccc(-c3cc(C(C)=O)cs3)c2)nc2cc(C)ccn12,i,35
COc1ccc(-c2cc(C)no2)cc1S(=O)(=O)NCCCN(C)Cc1ccccc1,i,59
Cc1cccnc1NC(=O)CSc1ccc2c(c1)OCCO2,i,27
COc1ccc(Br)c(C(=O)OCC(=O)NC2CC2)c1,i,44
CC(=O)c1sc(NC(=O)CS(=O)(=O)c2ccccc2)nc1C,i,17
Cc1cccc(CCNS(=O)(=O)c2ccc3c(c2)NC(=O)CO3)c1,i,8
C=CC[C@@H](CC(=O)N(CCO)Cc1ccccc1)C(=O)NC[C@@H](OC(=O)[C@@H](CC=C)CC(=O)OC(C)(C)C)c1ccccc1,i,16
CCN(C(=O)CSc1n[nH]c(N)n1)C1CCCCC1,i,6

# (listing goes on)
SMILES,T cell HTS,T cell HTS vesicle-bound %
O=C(NCCN1CCN(c2ccccc2)CC1)Nc1cccc(Br)c1,i,38
CCOC(=O)c1c(S(=O)(=O)NCC(=O)NCc2ccccc2)c(C)n(C)c1C,i,26
CCCN(CC(=O)Nc1ccc(F)c(F)c1F)C(=O)c1ccc2c(c1)NC(=O)CS2,i,35
COc1cccc(C(=O)COC(=O)CCC(=O)c2ccccc2)c1,i,50
O=C(c1ccc(CNS(=O)(=O)c2ccc(Br)cc2)cc1)N1CCCCCC1,i,30
CC1CCCCN1C(=O)CN1CCN(S(=O)(=O)c2ccc(Br)cc2Cl)CC1 (stereo unspecified),i,35
CCOC(=O)c1c(NC(=O)CSc2nc3ccccc3[nH]2)sc2c1CC(C)(C)NC2(C)C,i,39
Cc1cccc([C@@H]2[C@@H]3C(=O)N(Cc4ccccc4)C(=O)[C@@H]3[C@]3(CC(C)C)C(=O)N(c4cccc(Br)c4)C(=O)N23)c1,i,17
CCCS(=O)(=O)N1CCc2ccc(NC(=O)C3CCCO3)cc2C1 (stereo unspecified),i,68
CN(C)CCSc1nc2cc(S(=O)(=O)N3CCCCC3)ccc2o1,i,34
CCC(C)N(C(=O)COC(=O)c1cc([N+](=O)[O-])ccc1N1CCOCC1)C1CCS(=O)(=O)C1 (stereo unspecified),i,57
CC(C)CN(C(=O)COc1ccc(C(C)(C)C)cc1)C1CCS(=O)(=O)C1 (stereo unspecified),i,44
CC(CCc1ccc(O)cc1)NCc1ccc(Cl)cc1Cl (stereo unspecified),i,51
CC(OC(=O)CCC(=O)c1cccs1)C(=O)NC1CCCCC1C (stereo unspecified),i,3
Cc1nc([N+](=O)[O-])cn1CC(=O)c1ccc(Br)cc1,i,35
CCCCN(C(=O)C1CCC1)c1c(N)n(Cc2ccccc2)c(=O)[nH]c1=O,i,36
COc1cccc(NC(=O)CN(C)C(=O)c2ccccc2CCc2ccccc2)c1,i,6
Cc1nc2nc(C)c(NS(=O)(=O)c3ccc(CC(C)C)cc3)c(=O)n2[nH]1,i,28
NS(=O)(=O)c1ccc(NC2=CC(=O)C(=O)c3ccccc32)cc1,i,33
O=C(O)C(Cc1ccc(O)cc1)N1C(=O)c2c(Cl)c(Cl)c(Cl)c(Cl)c2C1=O (stereo unspecified),i,36
COc1ccc(NC(=O)NNC(=O)C(O)(c2ccccc2)c2ccccc2)cc1,i,43
Cc1cc(C)c2nc(NCc3ccccc3O)sc2c1,i,18
O=[N+]([O-])c1ccc(F)cc1F,i,22
CC1CCN(C(=O)COC(=O)c2ccc(Cl)nc2)CC1,i,50
COc1ccc(CNC(=O)[C@@H](NC(=O)C2CCN(S(=O)(=O)c3ccccc3)CC2)C(C)C)cc1,i,7

# Additional results follow.
SMILES,T cell HTS,T cell HTS vesicle-bound %
O=C(COc1ccc(/C=C2/NC(=O)NC2=O)cc1)Nc1ccc(F)cc1,i,66
COc1cccc(-c2c(-c3cc(OC)cc(OC)c3)n(C)c3ccc(-c4ccc5[nH]ccc5c4)cc23)c1,i,44
COc1ccc(-n2c(=S)[nH]c3cc(C(=O)NCCCN4CCOCC4)ccc3c2=O)cc1,i,27
Cc1ccc(S(=O)(=O)N(CCO)Cc2ccccc2)cc1,i,54
CC(=O)c1cccc(NS(=O)(=O)c2c(C(=O)N3CCOCC3)c(C)n(C)c2C)c1,i,11
O=C(NCCc1ccc(Cl)cc1)C1CCCN1C(=O)Nc1ccccc1 (stereo unspecified),i,58
COc1cc(NC(=O)c2ccc(Br)cc2)ccc1NC(=O)c1cc2ccccc2o1,i,42
COc1nc(C)cc(C)c1S(=O)(=O)c1ccccc1,i,22
Cc1cccc(NC(=O)CN2CCN(C(=O)c3cncn3-c3ccc(F)cc3)CC2)c1C,i,17
CC(=O)Nc1ccc(S(=O)(=O)Nc2ccc(S(=O)(=O)Nc3nc(C)cc(C)n3)cc2)cc1,i,31
CC1CCC(NC(=O)CSc2ccc(S(=O)(=O)N(C)C)cn2)CC1 (stereo unspecified),i,34
COC(=O)CCCC(=O)OC,i,10
